High-throughput results as filed in PubChem BioAssay.
Shn3 inh set2 = inhibitors of Schnurri-3 3'UTR reporter in osteoblasts; Clone20 osteoblast Shn3 3'UTR firefly luciferase, 24 h; inhibition, % at 12.5 µM; 360,000 tested, 0.52% active; AID 588674;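 active = mean inhibition of at least 75% with every replicate also reaching 75%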;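 note: 0% = median of neutral control wells and 100% = pilot-screen positive control compound; some compounds past the cut are filed as inactive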
TRAIL sens C8 = sensitizes caspase-8 expressing cells to TRAIL; NB7+C8 cells + TRAIL, ATPlite viability luminescence; inhibition (viability loss, TRAIL sensitization), % at 10 µM; 360,000 tested, 1% active; AID 624354;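 active = compounds causing at least 50% loss of cell viability in the single-dose screen, relative to plate controls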
iPSC survival up = increases survival of single human iPS cells; hiPSC single-cell survival, ATPlite luminescence; 100% = ROCK inhibitor wells, 0% = DMSO; survival enhancement, % at 20 µM; 360,000 tested, 0.044% active; in the data active = survival enhancement above about 18%;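 note: cells exposed to compounds for 16 hours before the ATP read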
CF NFkB inh = inhibitors of cystic fibrosis induced NF-kB; KKLEB NF-kB-GFP reporter, PAF-induced, GFP fluorescence overnight; inhibition, % at 5 µM; 360,000 tested, 0.86% active; AID 588850;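 active = at least 50% inhibition at 5 µM, scaled per plate between neutral and stimulator controls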;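 note: PAF is a Pseudomonas aeruginosa culture filtrate used as stimulus; plate controls were PAF-stimulated DMSO wells for no effect and unstimulated DMSO wells for full effect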
MITF TRPM1 inh = inhibitors of MITF-driven TRPM1 promoter in melanoma cells. 330,000 tested, 0.83% active. AID 488899. inhibition, % at 12.5 µM. SK-MEL-5 TRPM1 promoter luciferase, 24 h;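 active = mean inhibition across replicates of 60% or more, whatever share of single replicates reaches that level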; note: values of inactives mirror those of a sister screen read the other way
HIF-2a block = blocks HIF-2a reporter activity; 786-0 RCC cells HIF-2a reporter, luciferase luminescence, overnight; 360,000 tested, 0.72% active; inhibition, % at 18.8 µM;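 active = inhibition of the luminescence signal of 40% or more relative to plate controls, in a single-dose primary screen at 18.75 µM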
NR2E3 ag-1 = activates human photoreceptor nuclear receptor NR2E3 | Q9Y5X4 | GST-NR2E3/biotin-RetCOR TR-FRET, 1536-well | inhibition of corepressor binding, % at 4.78 µM | 320,000 tested, 0.12% active | AID 2300;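 active = percent inhibition above the cutoff of mean plus 3 SD of all tested compounds, set per screening campaign, cut at about 20% in these data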;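 note: 0% = DMSO wells and 100% = biotin wells as full block of FRET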
Target sequence (Q9Y5X4 whole entry, looked up): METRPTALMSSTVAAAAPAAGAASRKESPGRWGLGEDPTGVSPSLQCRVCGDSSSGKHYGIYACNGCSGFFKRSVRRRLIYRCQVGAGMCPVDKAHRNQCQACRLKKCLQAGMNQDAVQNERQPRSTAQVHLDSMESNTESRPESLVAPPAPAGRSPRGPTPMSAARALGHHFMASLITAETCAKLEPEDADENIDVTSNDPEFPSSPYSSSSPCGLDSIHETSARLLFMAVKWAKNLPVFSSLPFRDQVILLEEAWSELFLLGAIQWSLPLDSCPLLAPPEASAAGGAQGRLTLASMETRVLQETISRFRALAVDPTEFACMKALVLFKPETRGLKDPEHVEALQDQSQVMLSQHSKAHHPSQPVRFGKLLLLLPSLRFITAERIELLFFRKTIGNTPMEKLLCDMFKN
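Material: NR2E3–RetCOR corepressor complex / Amount: 1.35 nM GST-NR2E3 / Medium: Tris pH 7.5 / Compound: single nominal compound dose of 4.8 µM / Incubation: 5 h at 4 °C / Technique: TR-FRET, Eu(K)-anti-GST donor, streptavidin-D2 acceptor, ex 340, em 617/671 nm / Read-out basis: percent loss of FRET ratio relative to control wells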
KKLEB tox = counter-screen for CF NF-kB inhibitors: cytotoxicity; 360,000 tested, 0.36% active; KKLEB CF airway cells viability, ATPlite luminescence, overnight; hits give low values; cells stimulated with P. aeruginosa culture filtrate; activity change (cytotoxicity), % at 5 µM;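 active = corrected activity change at or below -50% at 5 µM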
Peg3 promoter = Peg3 promoter activity inhibition; HeLa PEG-Prom luciferase reporter, luminescence, overnight; inhibition, % at 20 µM; 360,000 tested, 1.7% active; AID 588405;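 active = inhibition of at least 50% at 20 µM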
LMP1 NFkB inh = reduces LMP1-driven NF-kappaB luciferase signal | LMP1-induced NF-kappaB luciferase reporter cells, luminescence | 350,000 tested, 0.69% active | inhibition, % at 12.5 µM; in the data active = inhibition above about 41%;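 note: 0% = neutral control wells and 100% = reference inhibitor control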
NR2E3 ag-2 = agonists of human NR2E3 nuclear receptor. Q9Y5X4. AID 602229. CHO-S Gal4-NCOR/VP16-NR2E3 two-hybrid, luciferase. 360,000 tested, 0.35% active. inhibition of corepressor binding, % at 3.98 µM;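 active = inhibition above the mean of all tested compounds plus 3 SD, cut at about 70% in these data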;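 note: 0% = DMSO with NR2E3 transfected cells and 100% = cells lacking NR2E3 construct; higher means lower luciferase signal from less NR2E3 corepressor binding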
Active calls of the source: *; x = not tested or not shown.

Sample of the layout (twelve entries):
SMILES	Shn3 inh set2	TRAIL sens C8	iPSC survival up	CF NFkB inh	MITF TRPM1 inh	HIF-2a block	NR2E3 ag-1	KKLEB tox	Peg3 promoter	LMP1 NFkB inh	NR2E3 ag-2
COc1ccc(CC(=O)OC(C)C(=O)c2ccc(C)cc2)cc1 (centres undefined)	-4	-2	-0.6	-38	18	19	2	2	-7	5	-20
COCCCN1C(=O)C(=O)/C(=C(/O)c2ccc(S(=O)(=O)N3CCCCC3)cc2)C1c1ccc(O)c(OC)c1 (centres undefined)	-12	-11	-0.5	8	-10	14	1	-3	9	-1	0
O=C(Nc1cccc2c1CCCC2)c1cc(C2CCCCN2C(=O)c2cccs2)on1 (centres undefined)	7	13	-1.5	-19	x	10	x	-4	23	x	-14
CCC12CSc3nc(Cl)ccc3N1C(=O)C(=O)N2C (centres undefined)	x	-22	0.2	1	x	6	x	2	7	x	-25
COc1ccccc1-c1ccc(=O)n(CC(=O)NC2CCc3ccccc32)n1 (centres undefined)	-5	4	-0.4	4	-8	-27	-2	-3	-1	3	10
CC(=O)OCC(=O)c1ccc2ccn(C(C)=O)c2c1	-11	-22	-2.1	11	2	-6	0	-5	-5	7	7
COc1ccc(C(=O)NCCNc2nc3c(C)cccc3cc2C#N)cc1OC	4	-9	1.0	-5	1	1	2	-14	-1	11	-3
CC(=O)N(c1cccc(Cl)c1)c1nc(C)cc(C)c1C#N	-23	-5	0.2	-6	9	18	2	2	10	-6	-6
Cc1cc(CN2CCN(CC(=O)Nc3cc(C(F)(F)F)ccc3-n3cncn3)CC2)no1	7	13	-0.3	3	x	16	1	-9	10	0	5
O=C(NCc1cccnc1)c1sc2cc(Cl)ccc2c1Cl	4	6	-1.7	12	-14	-43	-2	-24	-17	-1	-12
Cc1ccccc1NC(=O)CCNS(=O)(=O)c1cccc2nsnc12	-18	-3	-0.5	10	9	5	0	-6	-9	3	-24
CN(CCNC(=O)c1cn(C)c2ccc(S(=O)(=O)N3CCCC3)cc2c1=O)CCc1ccccc1	20	-12	0.8	-23	-7	18	-3	-6	7	-1	3

This part in full (from the top)
SMILES	Shn3 inh set2	TRAIL sens C8	iPSC survival up	CF NFkB inh	MITF TRPM1 inh	HIF-2a block	NR2E3 ag-1	KKLEB tox	Peg3 promoter	LMP1 NFkB inh	NR2E3 ag-2
COc1ccc(CC(=O)OC(C)C(=O)c2ccc(C)cc2)cc1 (centres undefined)	-4	-2	-0.6	-38	18	19	2	2	-7	5	-20
COCCCN1C(=O)C(=O)/C(=C(/O)c2ccc(S(=O)(=O)N3CCCCC3)cc2)C1c1ccc(O)c(OC)c1 (centres undefined)	-12	-11	-0.5	8	-10	14	1	-3	9	-1	0
O=C(Nc1cccc2c1CCCC2)c1cc(C2CCCCN2C(=O)c2cccs2)on1 (centres undefined)	7	13	-1.5	-19	x	10	x	-4	23	x	-14
CCC12CSc3nc(Cl)ccc3N1C(=O)C(=O)N2C (centres undefined)	x	-22	0.2	1	x	6	x	2	7	x	-25
COc1ccccc1-c1ccc(=O)n(CC(=O)NC2CCc3ccccc32)n1 (centres undefined)	-5	4	-0.4	4	-8	-27	-2	-3	-1	3	10
CC(=O)OCC(=O)c1ccc2ccn(C(C)=O)c2c1	-11	-22	-2.1	11	2	-6	0	-5	-5	7	7
COc1ccc(C(=O)NCCNc2nc3c(C)cccc3cc2C#N)cc1OC	4	-9	1.0	-5	1	1	2	-14	-1	11	-3
CC(=O)N(c1cccc(Cl)c1)c1nc(C)cc(C)c1C#N	-23	-5	0.2	-6	9	18	2	2	10	-6	-6
Cc1cc(CN2CCN(CC(=O)Nc3cc(C(F)(F)F)ccc3-n3cncn3)CC2)no1	7	13	-0.3	3	x	16	1	-9	10	0	5
O=C(NCc1cccnc1)c1sc2cc(Cl)ccc2c1Cl	4	6	-1.7	12	-14	-43	-2	-24	-17	-1	-12
Cc1ccccc1NC(=O)CCNS(=O)(=O)c1cccc2nsnc12	-18	-3	-0.5	10	9	5	0	-6	-9	3	-24
CN(CCNC(=O)c1cn(C)c2ccc(S(=O)(=O)N3CCCC3)cc2c1=O)CCc1ccccc1	20	-12	0.8	-23	-7	18	-3	-6	7	-1	3
CN(C)S(=O)(=O)c1ccc(C(=O)OCc2ccc(C#N)cc2)cc1	-14	-6	-1.1	-16	-14	7	-3	3	13	0	-20
CCCCCCn1c(N2CCN(c3cccc(Cl)c3)CC2)nc2c1c(=O)[nH]c(=O)n2C	17	-3	5.6	11	2	13	-1	-15	29	-5	-18
CCOC(=O)C1CCCN(S(=O)(=O)c2ccc(S(=O)(=O)N3CCCC3)cc2)C1 (centres undefined)	88*	30	0.0	8	23	5	-2	1	20	11	32
Cc1ccc(N(CC(=O)N2CCCCCC2)S(C)(=O)=O)c(C)c1	-11	-7	-2.0	6	x	11	x	15	3	1	-4
Cc1cccc(OC(C)C(=O)Nc2cc(S(=O)(=O)N3CCCCC3)ccc2C)c1 (centres undefined)	15	11	0.3	8	10	6	0	8	3	-4	1
COc1ccc(-n2c(SCC(=O)Nc3nc(C)cs3)nnc2-c2ccoc2C)cc1	-3	3	-1.0	5	17	25	4	-6	11	10	-12
O=S(=O)(c1ccccc1C(F)(F)F)N1C=CC(C(F)(F)F)=NCC1	6	13	0.3	-7	x	14	x	1	12	x	6
CN(C)S(=O)(=O)c1cccc(C(=O)OCC(=O)c2c(N)n(C)c(=O)n(C)c2=O)c1	-1	-1	-0.3	-4	6	41*	-1	2	9	0	-30
CC1Cc2ccccc2N1C(=O)/C=C/c1cccc(F)c1 (centres undefined)	-42	31	-0.3	-6	-96	-318	2	-2	-253	-43	-85
Cc1ccccc1S(=O)(=O)Cc1ccc(C(=O)NC(C)c2ccccc2)o1 (centres undefined)	2	-7	-0.1	13	2	-2	0	-1	10	-7	-12
CC1CN(C)C(C)CC1NCc1ccc2c(c1)OCO2 (centres undefined)	3	-9	8.2	10	-3	12	-4	-7	1	-8	13
Cc1ccc(C(=O)ONc2ccc(N=NC(=O)c3ccccc3O)cc2)cc1	-20	32	-0.3	-9	-31	-112	1	10	-50	20	-23
CCn1c(SC)nnc1C1CCCN(CC(=O)Nc2ccccc2N2CCOCC2)C1 (centres undefined)	3	20	0.3	-1	6	12	0	-2	4	-4	-9
CCOC(=O)c1ccc(NC(=S)NCCCN2CCCCC2)cc1	-9	-20	-2.3	-7	-9	11	1	-2	16	-1	11
CCOc1ccc(CCNC(=O)CN2CCN(Cc3ccccc3F)C2=O)cc1OCC	7	12	-1.3	10	7	13	-1	2	17	4	0
O=[N+]([O-])c1ccc(Oc2cccc(C(F)(F)F)c2)nc1	0	-4	-0.4	6	4	14	2	-2	5	-9	6
CC(NC(=O)C1CCCO1)c1ccccc1 (centres undefined)	-1	-2	-1.0	8	4	10	-2	8	12	-2	3
C#CCOCCOCCOCCNc1nc(N2CCOCC2)nc(N2CCN(C(=O)[C@H](Cc3cc4ccccc4[nH]3)n3cc([C@@H](N)C(C)CC)nn3)CC2)n1 (some centres undefined)	-6	1	-2.5	-23	4	11	2	9	-28	-4	-21
O=C1CC(=C(c2ccccc2)c2ccccc2)C(=O)N1CCCCN1CCN(c2ccccc2)CC1	4	9	-0.5	7	1	-11	0	-13	27	-18	2
Cc1cc(NC(=O)Cn2nc(C)c([N+](=O)[O-])c2C)no1	x	-13	-0.1	7	9	11	-1	-2	6	-5	-15
Cc1c(NC(=O)C(C)OC(=O)c2nc(Cl)ccc2Cl)c(=O)n(-c2ccccc2)n1C (centres undefined)	-1	0	0.5	22	3	12	3	-1	0	2	-27
CCOC(=O)c1c(C)[nH]c(C(=O)N2CCN(C(=O)OCC)CC2)c1C	5	24	-0.4	-6	2	13	0	4	21	0	-31
COc1ccc(C2=NS(=O)(=O)N(C)C(C(=O)NCc3ccc4c(c3)OCO4)=C2)cc1OC	-5	-11	2.3	27	-2	8	3	-23	10	-1	-9
CCCN1CCN(CCCNC(=O)Cn2ncc3c4ccccc4n(C)c3c2=O)CC1	13	-13	0.8	-16	-4	17	-1	-2	-13	-6	10
COc1cccc2cc(C(=O)NNC(=O)c3ccc(Br)cc3)c(=O)oc12	-4	-10	-0.2	3	2	1	1	-2	-7	5	-11
COc1ccc(OC)c(N=c2oc3c(OC)cccc3cc2C(=O)NCc2ccco2)c1	-48	2	0.9	-14	-15	-10	1	8	-75	0	9
CS(=O)(=O)N(CC(=O)Nc1ccccc1-c1ccccc1)c1ccccc1	8	1	1.5	-18	5	14	-1	17	-4	7	-24
COC(=O)c1ccc(C)c(NC(=O)CN(c2ccccc2)S(=O)(=O)N(C)C)c1	-30	3	0.8	7	-1	11	2	7	11	-2	15
O=C(Nc1ccccc1O)N1c2ccccc2Sc2ccccc21	-6	7	-0.9	-7	-2	15	-4	11	0	-5	-18
CC(=O)N1CCc2cc(S(=O)(=O)CCC(=O)N(C)Cc3ccco3)ccc21	-7	-8	1.2	14	-1	4	0	10	0	1	-1
CCO[C@H]1OC(C(=O)N2CCN(C)CC2)=C[C@@H](C)[C@@H]1CCCO	-2	5	-1.1	1	-13	1	0	2	6	5	-26
COc1ccc(OCC(O)COc2ccc(OC)cc2)cc1	6	-6	-3.1	-5	2	-16	3	0	-19	1	-5
CC1(C)Cc2c(sc3nc4n(-c5ccccc5)c(=O)c(CCC(=O)O)nn4c(=O)c23)CO1	-17	-15	-0.2	17	1	-1	-2	-4	-7	0	-20
CN(C(=O)CCN1C(=O)C(C)(C)Nc2ccccc21)c1ccccc1	4	-3	0.2	6	6	12	1	0	4	-1	-14
Cc1ccccc1NC(=O)c1ccccc1N(C)S(=O)(=O)c1ccccc1	5	0	-0.7	-7	14	13	-4	-23	5	4	4
CCOC(=O)CC1Sc2ccccc2NC1=S (centres undefined)	10	-10	-0.2	9	4	8	-4	0	14	-1	-18
N#Cc1c(Nc2ccccc2)sc(C(=O)C2CC2)c1N	8	-11	2.3	16	-5	5	1	-8	8	5	0

An excerpt; the hit share may differ from the screen's.
